# Bioassay records: PubChem BioAssay, several laboratories
# Rpn11 block: Rpn11 (human) deubiquitinase inhibition; O00487; human 26S proteasome, Ub4-pepOG fluorescence polarization; 20S core pre-blocked with epoxomicin; calls only at 20 µM; 0.59% of 360,000 active; AID 588493;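 active = inhibition at 20 µM, scaled to each plate's controls, above about 33%, limit read from the data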
# Target sequence (O00487 whole entry, looked up): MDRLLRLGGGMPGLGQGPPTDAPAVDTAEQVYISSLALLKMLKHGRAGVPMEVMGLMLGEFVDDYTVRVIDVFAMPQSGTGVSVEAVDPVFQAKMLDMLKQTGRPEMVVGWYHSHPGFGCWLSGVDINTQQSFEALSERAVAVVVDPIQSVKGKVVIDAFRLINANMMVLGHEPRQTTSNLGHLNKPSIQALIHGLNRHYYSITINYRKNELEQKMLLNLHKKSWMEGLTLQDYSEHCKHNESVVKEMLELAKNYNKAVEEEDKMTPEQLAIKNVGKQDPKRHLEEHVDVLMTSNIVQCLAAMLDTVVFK
# STEP inh: blocks human striatal-enriched tyrosine phosphatase | P54829 | recombinant STEP, OMFP fluorogenic substrate, fluorescence | inhibition, % at 20 µM | 0.25% of 360,000 active;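 active = inhibition at 20 µM, scaled per plate between control wells, above about 37%, limit read from the data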;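 note: 0% = DMSO with enzyme and substrate and 100% = substrate only without enzyme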
#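 medium = Bis-Tris buffer pH 6.0, 2.5 mM DTT, 0.005% Tween 20 | test system = STEP (striatal-enriched tyrosine phosphatase) enzyme, cell-free | measure = normalized % inhibition | compound dosing = 20 µM, 1% DMSO | also added = 25 µM OMFP | schedule = reaction 20 min, ambient temperature | measured by = fluorescence read at 480 nm ex / 540 nm em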
# Rin1-Abl PPI inh: human Rin1-Abl interaction inhibition; P00519+Q13671; TR-FRET Rin1/Abl binding, biochemical; 0.4% of 360,000 active; inhibition, % at 7.35 µM; in the data active = inhibition above about 5%, passing the limit was not always enough
# NadD inh: NadD (S. aureus) enzyme inhibition; purified NadD enzyme, colorimetric absorbance read-out; 0.78% of 360,000 active; inhibition, % at 20 µM; in the data active = inhibition above about 26%; note: some compounds past the cut are filed as inactive
# LMPTP block: blocks human LMPTP phosphatase; P24666; inhibition, % at 20 µM; AID 651560; 0.22% of 360,000 active; recombinant LMPTP-A, OMFP fluorogenic substrate, fluorescence intensity;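 active = compounds that cut the enzyme signal by at least half of the control window in the single-dose screen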;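 note: plate controls were DMSO wells with enzyme plus substrate for no effect and substrate without enzyme for full effect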
# Target sequence (P24666 whole entry, looked up): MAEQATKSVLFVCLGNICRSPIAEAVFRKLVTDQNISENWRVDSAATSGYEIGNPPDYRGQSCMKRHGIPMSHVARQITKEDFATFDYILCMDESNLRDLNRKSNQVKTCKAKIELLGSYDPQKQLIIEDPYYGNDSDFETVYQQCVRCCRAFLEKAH
#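 Test system – LMPTP-A enzyme · Amount – LMPTP-A at 0.625 nM final in the reaction · Buffer or medium – Bis-Tris pH 6.0, DTT, detergent · Reagent – OMFP 400 µM · Doses – single 20 µM dose · Schedule – reaction 50 min, room temperature, dark · Detection – fluorescence intensity of OMFP turnover product · Evaluation – percent inhibition versus substrate-only and uninhibited controls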
# Neddylation inh: inhibitors of human cullin neddylation; P61081+Q13564; TR-FRET cullin neddylation, biochemical; calls only at 25 µM; 0.58% of 360,000 active; AID 651699; in the data active = inhibition above about 36%
# CSN deneddyl inh: CSN deneddylation inhibition; Q92905; Purified CSN, SCF-Nedd8-OG deneddylation, fluorescence polarization; inhibition, % at 12.5 µM; 0.38% of 360,000 active; AID 651999;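 active = pattern-corrected inhibition above about 35%, with an unprinted fluorescence ratio check between 0.5 and 1.5, limit read from the data, passing the limit was not always enough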;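 note: 0% = enzyme with substrate and 100% = substrate without enzyme; some results filed as inactive read as strong as hits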
#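 Assay system: HEK293T-derived human Csn5 enzyme; quantity: 0.24 nM enzyme; medium: Tris/NaCl/DTT buffer, pH 7.5; also added: substrate SCFSkp2-Nedd8OG, 10 nM; doses: 12.5 µM compound; schedule: 90 min reaction at room temperature; signal: FP; read-out: % inhibition of substrate cleavage by Csn5; benchmarks: substrate-only high control, full reaction low control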
# Scp1 inh: Scp-1 (human) phosphatase inhibition. Recombinant Scp1, phosphopeptide, malachite green phosphate absorbance. 0.88% of 340,000 active. inhibition, % at 20 µM;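 active = inhibition above about 50% at 20 µM, limit read from the data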;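 note: plate controls were DMSO wells with enzyme for no effect and wells lacking enzyme for full effect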
# Target sequence (Q9GZU7 76-261 limits assumed): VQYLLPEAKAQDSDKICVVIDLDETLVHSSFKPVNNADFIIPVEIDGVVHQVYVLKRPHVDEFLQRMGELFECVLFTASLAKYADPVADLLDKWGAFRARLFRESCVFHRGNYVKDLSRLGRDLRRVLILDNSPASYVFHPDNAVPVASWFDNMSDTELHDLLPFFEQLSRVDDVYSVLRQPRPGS
#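 Times: enzyme reaction 45 min at room temperature, colour 5 min, stabilisation 30 min. Material: SCP-1 catalytic fragment, aa 76-261. Medium: Acidic Tris acetate buffer with magnesium and detergent. Signal: colorimetric free-phosphate detection, absorbance 630 nm. Read-out basis: % inhibition of SCP-1 phosphate liberation. Reagent: Phosphorylated 17-residue peptide substrate.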
# DNMT1 inh: DNMT1 (human) enzyme inhibition. P26358. DNMT1 molecular beacon, Hinp1I cleavage, fluorescence. inhibition (reported as % activation of signal), % at 10 µM. 0.83% of 360,000 active. AID 588458; in the data active = inhibition above about 50%
# SUMO1 PPI mod: alters human SUMO1 binding to SIM partners | inhibition, % at 20 µM | 0.33% of 360,000 active | AID 602429 | SUMO1 binding to a labelled peptide, TR-FRET, 1 h | P63165; in the data active = inhibition above about 37%
# Target sequence (P63165 whole entry, looked up): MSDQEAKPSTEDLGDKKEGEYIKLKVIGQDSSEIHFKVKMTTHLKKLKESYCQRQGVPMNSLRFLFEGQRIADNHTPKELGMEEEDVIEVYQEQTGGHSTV
# The depositor's hits bear a star; i = inactive; / = no result given; + = active, no number.
SMILES,Rpn11 block,STEP inh,Rin1-Abl PPI inh,NadD inh,LMPTP block,Neddylation inh,CSN deneddyl inh,Scp1 inh,DNMT1 inh,SUMO1 PPI mod
CCOc1cc(CNCCCN2CCOCC2)cc(Br)c1OCC(=O)Nc1cccc(C(F)(F)F)c1,i,-0.6,-1.7,-9.0,-3.4,i,2.6,-1.4,-4.5,0.4
Cc1[nH]c(C)c(S(=O)(=O)Nc2ccc(F)cc2Cl)c1C(=O)N1CCCC1,i,-0.3,1.0,0.9,-0.4,i,3.8,-11.8,0.6,-0.3
C#Cc1ccc(CN2CCC(Oc3ccc(C(=O)NCc4ccccn4)cc3)CC2)cc1,i,-1.2,0.7,7.5,1.1,i,1.4,-6.7,-8.6,3.4
CCC(C)NS(=O)(=O)c1ccc(NC(=O)c2c(-c3ccccc3)noc2C)cc1 (configuration not stated),i,-0.9,1.6,-8.1,-0.6,i,-2.1,-15.2,3.9,3.4
O=C(c1ccc(CS(=O)Cc2ccc(Cl)cc2)o1)N1CCN(c2ccccc2F)CC1 (configuration not stated),i,-3.4,6.4,1.0,-0.8,i,1.2,-2.2,0.5,3.0
CCOc1ccccc1C1NC(=O)c2ccccc2O1 (configuration not stated),i,0.2,-0.2,3.7,-1.2,i,-2.3,-3.0,-8.0,2.1
CCc1nnc(NC(=O)CCC(=O)N2CCN(Cc3ccc(C)cc3C)CC2)s1,i,-3.2,1.9,0.2,-1.0,i,0.3,-5.5,-3.2,-0.9
CSCCC(NC(N)=O)C(=O)Nc1cccc(C#N)c1 (configuration not stated),i,2.8,1.5,4.7,-0.5,i,1.2,-2.7,4.0,-0.9
CCc1ccc(OCc2n[nH]c(=S)n2Cc2ccccc2)cc1,i,0.9,5.0,11.4,0.0,i,4.7,-6.7,1.8,1.7
O=C(Nc1ccccn1)c1ccc(S(=O)(=O)N2CCCC2)cc1,i,-2.8,0.6,1.1,-0.1,i,-3.6,15.8,5.4,1.3
O=c1c2sccc2nc(SCc2cc(=O)n3cc(Cl)ccc3n2)n1-c1ccc(F)cc1,i,1.9,-3.0,13.5,1.0,i,-0.2,47.8,-0.2,-22.0
Cc1cccn2c(=O)c3cc(S(=O)(=O)c4ccccc4)c(=N)n(Cc4ccc(F)cc4)c3nc12,i,2.9,-0.8,32.5*,3.6,i,0.5,8.8,1.7,3.3
Cc1cc(C)nc(NS(=O)(=O)c2ccccc2)n1,i,0.8,-0.6,0.0,-2.2,i,-6.1,9.8,2.2,-2.9
c1ccc(OCc2nc(-c3ccncc3)no2)cc1,i,-3.9,-2.5,0.3,-0.4,i,-2.1,-0.7,0.0,-6.2
COC(=O)c1cc(OC)c(OC)cc1NCC(=O)Nc1ccc(OC)c(OC)c1,i,2.3,1.2,-3.6,-1.2,i,-5.3,3.7,1.6,0.3
CCCn1nc2cc(C(=O)NCc3ccccc3)ccc2c1OCC,i,-2.7,2.0,-2.3,-0.2,/,0.9,-3.8,2.5,-6.2
COc1ccc(/C=C2/C(=O)N=C(N)N2C)cc1OC,i,4.6,2.5,-4.6,-0.5,i,3.6,2.0,-0.3,-15.7
O=C(NCCNC(=O)c1ccccc1)c1ccccc1,i,-1.0,-3.4,-0.7,-6.4,i,-0.7,-7.4,1.8,-9.0
Cc1cccc(C)c1NC(=O)[C@@]1(CC(=O)O)CC(/C=C/c2ccccc2)=NO1,i,-2.0,2.7,3.0,1.4,i,-4.6,-7.5,-1.6,-7.5
Cc1c(NC(=O)C(C)Oc2cccc(Cl)c2)c(=O)n(-c2ccccc2)n1C (configuration not stated),i,0.2,0.7,0.8,-1.3,i,3.0,-4.9,2.2,-3.1
CC(C)c1nnc(NC(=O)CCC(=O)NC2CCCCCC2)s1,i,-3.9,-0.9,-1.1,-0.3,i,0.9,-2.2,2.7,0.9
Cc1nc2sc(C(c3ccc(F)cc3)N3CCN(C(=O)c4ccco4)CC3)c(O)n2n1 (configuration not stated),i,-1.1,-0.8,-2.9,-0.4,i,10.1,-1.2,6.0,-0.8
Cc1ccc(C)c(N2CCN(C(C(=O)NC3CCCC3)C(C)C)CC2)c1 (configuration not stated),/,/,/,/,-1.8,i,2.5,/,/,1.0
COc1ccc(-c2[nH]ncc2CN2CCCOc3c(cccc3OC)C2)c(OC)c1,i,-1.8,5.3,-2.1,-0.2,i,-8.3,-4.5,-2.0,3.5
[O-]/[N+](=C\c1ccco1)c1ccc(Cl)cc1,i,1.1,-2.8,2.5,0.7,i,0.4,-7.9,-8.0,-11.5
Cc1ccc(C(=O)Nc2ccncc2)c(Cl)c1,i,-0.6,1.7,-5.6,-1.6,i,-3.4,5.5,-0.5,-4.4
COc1cc(C(=O)NCc2nnc(SCC(=O)c3ccccc3)o2)cc(OC)c1OC,i,-1.4,4.0,-0.3,-0.9,i,-0.2,4.5,0.4,0.7
CN(c1cc(Cl)c2c(c1)OCO2)c1cc2c(c3c1ccn3C)C1CCC2C1 (configuration not stated),i,2.7,1.1,-1.1,6.4,i,-3.7,/,8.6,0.4
Cc1ccc(S(=O)(=O)N2CCOCC2)cc1C(=O)OCC(=O)N1CCCCC1,i,-0.7,-1.5,-2.8,-0.4,i,-2.5,2.1,2.4,1.9
O=C(c1ccoc1)N1CCC2(CC1)Oc1ccc(F)cc1C(=O)C21CC(c2cccnc2)=NO1 (configuration not stated),i,0.3,1.6,7.0,-1.2,i,-2.1,-2.7,0.6,3.7
CCCC(=O)N1CCC1(C)C(=O)NS(=O)(=O)c1ccc(C#N)cc1 (configuration not stated),i,-3.0,0.3,3.8,0.2,i,0.9,/,-1.3,-1.9
CC1=C(C(=O)OC2CCC(C)CC2)C(c2ccc(O)c([N+](=O)[O-])c2)NC(=O)N1 (configuration not stated),i,0.8,-2.7,-1.3,-9.2,i,2.7,-7.3,-2.5,-13.7
COc1cc(-c2cc3nc(C)c(C)c(=O)n3[nH]2)cc(OC)c1OC,i,1.5,-1.3,1.7,2.0,+,3.0,-9.0,-2.7,33.5
CCc1ccc(S(=O)(=O)N2CCN(Cc3ccco3)CC2)cc1,i,2.3,4.8,-6.7,0.5,i,7.2,-4.2,3.6,1.0
CCn1cc(C(=O)NC2CCCc3c2cnn3-c2cccc(C)c2C)cn1 (configuration not stated),i,-1.1,-0.8,-3.0,-0.7,i,1.6,/,-1.0,1.5
CCN(CC(=O)Nc1cccc(F)c1)CC(=O)Nc1ccc2c(c1)OCCO2,i,-3.0,-2.7,1.5,-0.8,i,-3.0,/,3.9,3.9
O=c1cc(CO)oc2ccccc12,i,1.4,3.8,-4.8,-0.7,i,1.1,-1.6,-1.9,4.0
CCOC(=O)c1cccc(NC(=O)CSc2nnc(C)n2Cc2ccccc2)c1,i,-2.2,1.4,2.5,-0.9,i,4.5,0.2,-1.5,-0.8
O=C(COc1ccc(Br)cc1Cl)NC(=S)Nc1ccccn1,i,-4.0,2.4,0.3,-0.4,i,1.3,4.0,7.5,-5.5
CCC1CCCCN1S(=O)(=O)c1ccc(NC(=O)c2nc(S(C)(=O)=O)ncc2Cl)cc1 (configuration not stated),i,13.9,-1.1,-2.2,2.8,i,3.6,-5.1,-10.4,-19.5
Cc1cnc(C(=O)Nc2cc(F)ccc2C)cn1,i,-3.1,2.0,-1.7,-0.2,i,4.9,-0.7,10.1,2.6
CC(C)(C)NC(=O)NC(=O)COC(=O)CNS(=O)(=O)/C=C/c1ccccc1,i,-1.5,0.7,4.7,0.5,i,4.0,-7.7,-1.1,3.2
CCCCCCOc1ccc(N2C(=O)CC(S/C(N)=N/N=C(\C)c3cccs3)C2=O)cc1 (configuration not stated),i,-2.0,1.8,16.6,3.4,i,5.7,-6.8,-5.8,1.8
COc1ccc(Cc2nc3ccc(C(=O)NC(C)C)cc3o2)cc1,i,-3.5,-0.8,-2.0,-0.4,i,1.9,-7.0,4.4,-0.4
COc1ccc(-c2csc(/C(C#N)=C\c3ccc(OC)c([N+](=O)[O-])c3)n2)cc1,/,-0.5,-1.6,4.4,-0.1,i,-7.6,-12.9,3.6,-1.4
Cc1ccc(-c2nc3c(c(=O)[nH]c(=O)n3CC(C)C)n2CC(C)C)cc1[N+](=O)[O-],i,-0.1,1.5,-4.7,-0.9,i,-0.1,-7.4,-1.7,-4.6
Cn1c(=O)n(C)c2cc(S(=O)(=O)N3CCCCC3)ccc21,i,-1.9,2.1,-2.9,-1.1,i,-1.4,-4.9,-0.4,5.1
Cc1ccc(Nc2nc3nonc3[nH]c2=O)cc1C,i,5.2,-2.0,-3.8,-1.8,i,3.3,-7.1,1.7,-5.1
FC(F)(F)c1cccc(-c2nc(COc3ccc(Cl)cc3Cl)no2)c1,i,2.0,1.1,2.0,3.0,i,-1.2,-17.7,4.1,1.1
CC1(C)C2CC=C(/C=N/NC(=O)C(N)=O)C1C2 (configuration not stated),i,0.8,0.7,-4.4,-1.9,i,-0.6,-5.6,1.6,1.1
Cc1cccc(-c2nnc(SCC(=O)C(C)(C)C)n2C)c1,i,2.1,0.0,-0.9,-1.3,i,-0.9,-9.0,-5.4,3.6
CN(c1ccc(OCC(=O)N2CCN(c3ccc(F)cc3)CC2)cc1)S(=O)(=O)c1cccs1,i,-1.8,3.7,-0.2,2.7,i,-3.2,4.2,-12.6,0.3
CCc1nc(C)c(C#N)c2cc(OC)c(OC)cc12,i,-1.1,4.1,7.1,-1.8,i,3.0,-1.8,10.8,-1.0
CCOc1ccc(-c2nnn(CC(=O)c3cc(OC)ccc3OC)n2)cc1,i,-2.1,-6.2,-4.0,4.0,i,-2.8,-1.8,-0.7,8.8
CCOc1ccc(NS(=O)(=O)c2cc3c(cc2C)N(C)CCO3)cc1,i,-0.3,-5.2,9.7,0.5,i,-1.9,-4.8,4.1,-4.6
Cc1cc(NC(=O)COC(=O)c2ccc(C)c(C)c2)no1,i,1.9,-2.4,-3.1,-1.1,i,-0.1,-15.3,-1.1,0.2

# 3 entries from above, with bars between the fields:
structure | Rpn11 block | STEP inh | Rin1-Abl PPI inh | NadD inh | LMPTP block | Neddylation inh | CSN deneddyl inh | Scp1 inh | DNMT1 inh | SUMO1 PPI mod
CCc1nc(C)c(C#N)c2cc(OC)c(OC)cc12 | i | -1.1 | 4.1 | 7.1 | -1.8 | i | 3.0 | -1.8 | 10.8 | -1.0
CCOc1ccc(-c2nnn(CC(=O)c3cc(OC)ccc3OC)n2)cc1 | i | -2.1 | -6.2 | -4.0 | 4.0 | i | -2.8 | -1.8 | -0.7 | 8.8
CCOc1ccc(NS(=O)(=O)c2cc3c(cc2C)N(C)CCO3)cc1 | i | -0.3 | -5.2 | 9.7 | 0.5 | i | -1.9 | -4.8 | 4.1 | -4.6
